SMARCA2 activ: increases SMARCA2 function in MMTV reporter cells. activation, % at 9.1 µM. 1% of 370,000 active. MG213 cells, MMTV-luciferase reporter, dexamethasone, overnight; in the data active means activation above about 7.8%;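 further: 0% = vehicle wells and 100% = reference activator wells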
hcDAF-12 act: activators of H. contortus DAF-12 nuclear receptor; 1.4% of 370,000 active; HEK293 hcDAF-12 lit1-tk-luc reporter, luminescence; 0% DMSO, 100% Δ7-dafachronic acid; activation, % at 6.8 µM;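 active means activation above the mean of all tested compounds plus 3 SD, cut at about 5.5% in these data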;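 further: 100% = response to 3 µM Δ7-dafachronic acid high control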
ADAM10 inh: ADAM10 inhibition, QFRET primary screen | O14672 | recombinant ADAM10, EDANS/DABCYL FRET peptide cleavage, 3 h | 0.62% of 370,000 active | AID 720582 | inhibition, % at 7 µM;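 active means inhibition above a per-campaign cutoff equal to the mean of compounds falling between control-based bounds plus 3 SD, cut at about 20% in these data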;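 further: 0% = DMSO wells while the 100% control is not disclosed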
GC-B act: GC-B (human) receptor activation | 0.11% of 370,000 active | activation, % at 10 µM | HEK293-GC-B cells, CNP EC30, cGMP TR-FRET; 0% at EC30 CNP, 100% saturating CNP;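 active means activation at 10 µM reaching about 35% in either raw or pattern-adjusted values, limit read from the data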
DAX1 inh-1: DAX1 (NR0B1) inhibition, primary screen. inhibition, % at 6.8 µM. AID 652010. HEK293T StAR-luciferase reporter, SF-1/DAX-1 repression relief. 1.1% of 370,000 active;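 active means inhibition above the mean over all tested compounds plus 3 SD, cut at about 3.6% in these data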;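 further: 0% = DAX-1 cells with DMSO and 100% = cells lacking DAX-1 with DMSO; higher inhibition means more luminescence from relief of DAX-1 repression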
hgDAF-12 ag: hgDAF-12 agonism, primary luciferase screen. AID 687014. 1.8% of 370,000 active. activation, % at 6.8 µM. HEK293 GAL4-hgDAF12 UAS-luciferase reporter, agonist luminescence; normalized to butyrate control;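 active means activation above a cutoff set at the mean of all screened compounds plus 3 SD, cut at about 10% in these data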;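 further: 0% = DMSO wells and 100% = sodium butyrate wells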
ssDAF-12 act: activators of S. stercoralis DAF-12 nuclear receptor. HEK293 ssDAF-12/GRIP1 lit1-tk-luc reporter, luminescence; % of 3 µM dafachronic acid response. 1% of 370,000 active. activation, % at 6.8 µM. AID 652126;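 active means activation above the mean over all tested compounds plus 3 SD, cut at about 0.9% in these data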;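 further: 0% = DMSO-only wells and 100% = 3 µM delta7-dafachronic acid wells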
GAA850 FXN act: frataxin GAA850 promoter activation | HEK293 lucGAA850 FXN promoter luciferase reporter, 24 h; percent of 10 µM SAHA response | activation, % at 6 µM | 0.56% of 360,000 active | AID 540364;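 active means activation above the average of all compounds screened plus 3 SD, cutoff fixed separately per campaign, cut at about 7.5% in these data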;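 further: 0% = DMSO wells and 100% = 10 µM SAHA wells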
sPLA2-III inh: Blocks human group III sPLA2 activity; Q9NZ20; QFRET BODIPY PC-A2 liposome hydrolysis, fluorescence; inhibition, % at 12.2 µM; 0.56% of 370,000 active; AID 743126;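 active means inhibition above mean plus 3 SD of compounds lying within the high and low control bounds, cut at about 19% in these data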;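 further: 0% = median of test compound wells and 100% = no enzyme DMSO wells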
NPR1 activator: GC-A (human) enzyme activation | HEK293 GC-A cells, cGMP TR-FRET, EC30 ANP; 0% at EC30 ANP, 100% saturating ANP | activation, % at 10 µM | 0.14% of 370,000 active; in the data active means activation above about 40%
Target sequence (P16066 whole entry, looked up): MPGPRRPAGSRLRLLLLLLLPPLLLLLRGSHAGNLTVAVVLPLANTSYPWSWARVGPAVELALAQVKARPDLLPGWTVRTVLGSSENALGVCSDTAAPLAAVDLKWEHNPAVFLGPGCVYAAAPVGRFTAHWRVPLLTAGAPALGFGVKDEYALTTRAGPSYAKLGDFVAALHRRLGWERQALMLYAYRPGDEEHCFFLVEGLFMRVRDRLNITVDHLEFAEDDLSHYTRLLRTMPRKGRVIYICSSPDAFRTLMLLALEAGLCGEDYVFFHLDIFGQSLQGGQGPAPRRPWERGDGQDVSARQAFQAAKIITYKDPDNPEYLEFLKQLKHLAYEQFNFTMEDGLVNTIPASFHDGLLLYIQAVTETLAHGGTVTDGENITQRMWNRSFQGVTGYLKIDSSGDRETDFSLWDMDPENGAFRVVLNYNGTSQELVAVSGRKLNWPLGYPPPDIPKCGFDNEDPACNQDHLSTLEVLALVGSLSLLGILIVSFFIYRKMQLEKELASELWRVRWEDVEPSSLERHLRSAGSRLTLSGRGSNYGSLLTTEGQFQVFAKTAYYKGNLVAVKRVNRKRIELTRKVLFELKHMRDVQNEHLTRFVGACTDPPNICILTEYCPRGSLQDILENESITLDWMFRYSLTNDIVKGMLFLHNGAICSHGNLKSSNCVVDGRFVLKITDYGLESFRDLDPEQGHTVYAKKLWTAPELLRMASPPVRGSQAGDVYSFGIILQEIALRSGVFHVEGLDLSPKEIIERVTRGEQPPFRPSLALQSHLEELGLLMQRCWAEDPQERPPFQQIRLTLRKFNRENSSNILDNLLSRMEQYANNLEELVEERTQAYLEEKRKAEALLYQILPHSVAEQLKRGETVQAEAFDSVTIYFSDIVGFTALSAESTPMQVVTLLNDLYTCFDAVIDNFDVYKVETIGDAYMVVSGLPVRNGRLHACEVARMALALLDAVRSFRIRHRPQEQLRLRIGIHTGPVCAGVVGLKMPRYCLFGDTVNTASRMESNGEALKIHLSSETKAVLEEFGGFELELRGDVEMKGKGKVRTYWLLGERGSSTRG
DAX1 inh-2: inhibitors of human orphan nuclear receptor DAX1 (NR0B1). 0.99% of 340,000 active. AID 504766. P51843. inhibition, % at 6.75 µM. HEK293 Gal4-DAX1 luciferase reporter, luminescence;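 active means inhibition above the mean over all tested compounds plus 3 SD, cut at about 4.2% in these data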;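 further: 0% = DAX1-transfected cells with DMSO and 100% = empty-vector control cells with DMSO; inhibition shows as a rise in luminescence from relieved DAX1 repression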
Starred values were filed as active, the others as inactive; / = no result given. Random draw from the library. Share with any hit: about 6.6%.

Start of the listing, in advance, eleven compounds:
SMILES	SMARCA2 activ	hcDAF-12 act	ADAM10 inh	GC-B act	DAX1 inh-1	hgDAF-12 ag	ssDAF-12 act	GAA850 FXN act	sPLA2-III inh	NPR1 activator	DAX1 inh-2
COc1ccc(NC(=O)Oc2cc(C)ccc2C(C)C)cc1	-3	-1.9	3	0	0.5	1.1	-1.4	1.9	-1	-1	0.8
Cc1c(C(=O)NCCSCc2cccc(C(F)(F)F)c2)cnn1-c1ccc(F)cc1	-5	-2.6	14	-10	-0.3	-2.4	-1.6	-1.2	-3	0	0.4
COc1ccc2cc3cc(C(=O)N4CCCCC4C)oc3nc2c1 (centres undefined)	4	3.7	-452	7	11*	14*	0.3	8.0*	0	2	-0.5
O=C(/C=C\c1ccc(-c2cccc([N+](=O)[O-])c2)o1)N1CCOCC1	6	1.4	13	7	1.4	5.6	-1.1	-0.3	-6	6	0.9
O=C(C=C1NCCN1)c1ccccc1	-1	0.2	0	0	0.1	0.8	-0.3	1.7	-5	3	/
CCN(C(=O)c1ccc(S(C)(=O)=O)cc1)C12CC3CC(CC(C3)C1)C2	1	-0.2	1	8	0.1	-0.3	-1.4	1.3	-1	8	-0.7
COC(=O)c1oc2ccc(Cl)cc2c1N	1	-1.4	-410	-2	0.3	3.4	-0.6	0.1	0	0	-0.2
COc1ccccc1-c1cnc(C(O)c2cc(Cl)cc(Cl)c2)[nH]1 (centres undefined)	-2	-0.3	14	-5	-0.1	0.3	-1.3	-3.0	-14	-8	/
Clc1ccccc1CNCc1ccc2c(c1)OCO2	0	-0.1	-11	-4	-0.8	-1.4	-0.7	0.7	14	-4	0.9
Cc1ccc(S(=O)(=O)Nc2cccc3cccnc23)cc1	-11	-3.7	-10	17	-3.7	-11	-2.3	-16	11	14	-2.7
CCCCC(=O)Nc1nnc(SCC(=O)Nc2ccc(OC)cc2)s1	-1	-0.5	2	5	-0.2	-1.6	-0.7	1.0	2	-5	0.0

The listing, repeating the preview:
SMILES	SMARCA2 activ	hcDAF-12 act	ADAM10 inh	GC-B act	DAX1 inh-1	hgDAF-12 ag	ssDAF-12 act	GAA850 FXN act	sPLA2-III inh	NPR1 activator	DAX1 inh-2
COc1ccc(NC(=O)Oc2cc(C)ccc2C(C)C)cc1	-3	-1.9	3	0	0.5	1.1	-1.4	1.9	-1	-1	0.8
Cc1c(C(=O)NCCSCc2cccc(C(F)(F)F)c2)cnn1-c1ccc(F)cc1	-5	-2.6	14	-10	-0.3	-2.4	-1.6	-1.2	-3	0	0.4
COc1ccc2cc3cc(C(=O)N4CCCCC4C)oc3nc2c1 (centres undefined)	4	3.7	-452	7	11*	14*	0.3	8.0*	0	2	-0.5
O=C(/C=C\c1ccc(-c2cccc([N+](=O)[O-])c2)o1)N1CCOCC1	6	1.4	13	7	1.4	5.6	-1.1	-0.3	-6	6	0.9
O=C(C=C1NCCN1)c1ccccc1	-1	0.2	0	0	0.1	0.8	-0.3	1.7	-5	3	/
CCN(C(=O)c1ccc(S(C)(=O)=O)cc1)C12CC3CC(CC(C3)C1)C2	1	-0.2	1	8	0.1	-0.3	-1.4	1.3	-1	8	-0.7
COC(=O)c1oc2ccc(Cl)cc2c1N	1	-1.4	-410	-2	0.3	3.4	-0.6	0.1	0	0	-0.2
COc1ccccc1-c1cnc(C(O)c2cc(Cl)cc(Cl)c2)[nH]1 (centres undefined)	-2	-0.3	14	-5	-0.1	0.3	-1.3	-3.0	-14	-8	/
Clc1ccccc1CNCc1ccc2c(c1)OCO2	0	-0.1	-11	-4	-0.8	-1.4	-0.7	0.7	14	-4	0.9
Cc1ccc(S(=O)(=O)Nc2cccc3cccnc23)cc1	-11	-3.7	-10	17	-3.7	-11	-2.3	-16	11	14	-2.7
CCCCC(=O)Nc1nnc(SCC(=O)Nc2ccc(OC)cc2)s1	-1	-0.5	2	5	-0.2	-1.6	-0.7	1.0	2	-5	0.0
COc1ccc(S(=O)(=O)N(CC(=O)NCCC(C)C)c2ccccc2)cc1OC	0	-1.5	-1	7	-0.8	1.6	-0.8	-0.8	6	3	0.2
COc1ccc(F)cc1C(=O)C1CCCN(Cc2cccn2-c2ccccn2)C1 (centres undefined)	0	-1.2	-54	-5	-0.6	-0.4	-1.4	-1.9	-11	-6	-0.1
CCOC(=O)C1CCN(Cc2cnc(Oc3ccc(N)cc3)s2)CC1	5	0.7	4	6	-0.5	2.2	-1.1	-2.8	6	0	-0.6
COc1ccc(NC(=O)CCSc2ccc(C)cc2)cc1	-1	-0.7	9	1	-0.2	1.4	-1.0	4.5	-5	-2	-1.3
CC(C)N(Cc1ccccc1)C(=O)CN1C(=O)NC2(CCOc3ccccc32)C1=O (centres undefined)	-5	0.0	4	-2	-0.4	-0.5	-1.2	1.5	-6	-1	-0.3
Cc1onc(C(=O)N2CCN(C(c3ccccc3)c3ccccc3)CC2)c1Br	/	2.5	14	3	/	2.0	-1.3	/	-3	-5	/
COc1ccc(Cl)cc1NC(=O)Cn1nc(-c2ccc(C)cc2)n(C)c1=S	-3	2.3	-5	-7	-0.4	2.0	-0.4	-2.0	0	-13	-2.7
COc1ccc(C2C(C(=O)/C=C/c3ccco3)=C(O)C(=O)N2CCN2CCOCC2)cc1 (centres undefined)	1	-1.1	-16	2	-0.1	-1.2	-1.3	1.2	-6	2	0.0
COc1ccc(NC(=O)c2cc(Cl)ccc2Cl)c([N+](=O)[O-])c1	-3	-2.7	-9	0	-0.7	3.9	-0.9	2.2	3	-2	0.6
O=[N+]([O-])c1cc(C(F)(F)F)ccc1Sc1nccn1Cc1ccccc1	2	-1.8	12	5	-0.4	0.6	-1.2	0.3	2	0	-0.2
CC1=CC(C)(C)n2c(O)c(N=N)c3c(C)ccc1c32	5	-2.0	14	1	0.1	-1.0	-1.3	3.8	-2	-4	-0.7
O=C(Cc1cn2ccsc2n1)NCc1ccccc1	0	6.0*	4	-2	0.3	2.6	-0.1	0.0	7	2	0.0
CC(=O)Nc1ccc(OCC(O)Cn2cncn2)cc1 (centres undefined)	2	1.5	3	2	-0.2	1.8	-0.1	2.0	7	5	-0.9
COCCOc1ccc(C(F)(F)F)cc1NC(=O)CN1C(=O)NC2(CCCc3ccccc32)C1=O (centres undefined)	-5	-0.7	17	1	-1.1	-4.0	-1.3	-3.3	-35	-9	-0.4
COc1cccc(CN2CCC(C(=O)N3CCN(c4ccccc4F)CC3)CC2)c1OC	-3	-4.8	3	4	-0.4	3.7	-1.3	0.8	1	2	-0.7
Nc1ccn(C2OC(CO)C(O)C2F)c(=O)n1 (centres undefined)	1	-1.8	-8	-1	0.3	-1.7	-1.4	/	5	2	/
COc1cccc(C2CC(c3cccs3)=NN2C(=O)CCC(=O)O)c1OC (centres undefined)	-2	-0.4	-20	1	0.5	2.6	-1.0	0.7	-1	-1	-0.9
Cc1cccc(C)c1NC(=O)CSc1ncnc2nc[nH]c12	-2	-1.8	-1	-1	-0.1	-0.8	-1.4	1.8	4	-2	-0.7
O=C(Nc1cccnc1)c1cccc(F)c1	-1	-0.3	-3	0	-0.6	-3.3	-1.2	-0.9	-2	0	-0.7
Cc1ccc(/C=C/C(=O)NCc2cccs2)o1	-3	1.0	-3	4	0.2	0.3	-1.4	2.8	4	1	0.4
CN(C(=O)c1ccncc1)c1nnc(-c2cnccn2)s1	0	-1.8	-15	7	-0.1	2.2	-0.8	1.9	0	-2	0.7
Cc1c(NC(=O)Nc2cccc(C#N)c2)c(=O)n(-c2ccccc2)n1C	3	4.8	2	4	-0.6	-0.5	-0.8	0.4	2	6	-0.3
CC(=O)NCCNC(=O)CNC(=O)c1ccc(Cl)cc1	1	0.6	-5	3	-0.3	0.8	-0.7	4.2	5	1	0.3
COc1ccccc1CN1CCN(C(c2ccccc2)c2ccccc2)CC1	-2	-2.4	-5	-6	0.2	1.4	-0.8	0.5	-9	-21	0.8
Cc1nnc(NC(=O)C(C)Sc2nnc(-c3ccco3)n2C)s1 (centres undefined)	-3	-0.9	2	0	-0.3	-0.4	-1.8	-0.3	3	-1	0.3
O=C(COC(=O)c1c2c(nc3ccccc13)CCCCC2)c1ccc(Cl)s1	0	-1.2	-2	2	-0.2	-3.0	-1.1	3.9	-6	-1	-2.2
Cc1cccc(C)c1NC(=O)C1CCCNC1 (centres undefined)	-1	0.4	4	0	-0.1	0.9	-1.1	-0.6	-1	0	0.6
Cc1cc(C)n2nc(SCC(=O)N3CC(C)CC(C)C3)nc2n1 (centres undefined)	-2	-2.1	2	-2	-1.0	3.6	-1.2	0.3	3	-3	-0.1
CC(C)OCCCn1c(=O)c2ccccc2n2c(CCC(=O)NC3CCN(Cc4ccccc4)CC3)nnc12	1	-0.4	-4	-3	-1.7	0.5	-1.3	1.5	0	0	-0.4
Cc1cccc(C(C#N)c2ccc(Cl)nn2)c1 (centres undefined)	-2	-1.8	1	-7	-0.9	0.0	-1.5	-0.3	-3	-3	/
COc1ccc(C(=O)Nc2ccc(NC(=O)c3cccs3)cc2)cc1[N+](=O)[O-]	3	-2.5	-4	0	0.4	-0.4	-0.6	3.3	4	-2	-1.1
COc1ccc(/C=N/NC(=O)c2ccc3c(c2)NC(=O)C(C)(C)O3)cc1OC	0	-1.6	-12	21	-0.2	-2.3	-1.1	1.1	1	11	0.6
CCS(=O)(=O)c1nc(S(=O)(=O)c2ccc(C)cc2)c(NCc2ccccn2)s1	2	-0.8	4	2	0.3	1.4	-1.7	0.3	-1	0	2.4
O=C1CC(c2cccnc2)c2cc3c(cc2N1)OCCO3 (centres undefined)	-2	-1.6	-16	1	1.1	-0.4	-0.9	0.2	3	7	-0.2
COc1ccccc1NC(=O)CCSc1nnc(-c2ccncc2)o1	1	0.1	3	-7	0.9	2.0	-0.4	0.7	5	-4	0.7
COc1cccc(-c2cc(C(=O)Nc3ccc(OC)c(OC)c3)no2)c1	-3	-0.6	7	-1	-0.4	-2.5	-1.5	-2.2	0	2	-0.4
COC(=O)c1cccc(C(=O)Nc2cnc3ccccc3c2)n1	5	5.1	-3	-2	-0.5	1.1	-0.2	-0.7	4	3	-0.2

Screens: PubChem BioAssay, several laboratories
